Screening results (PubChem BioAssay)
PRMT1 FP inh = blocks human protein arginine methyltransferase 1; Q99873; recombinant PRMT1, activity-based probe fluorescence polarization; inhibition, % at 2.79 µM; 370,000 tested, 1.3% active; AID 652257;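 active means inhibition above about 21% made by adding two undisclosed values, limit read from the data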
Target sequence (Q99873 whole entry, looked up): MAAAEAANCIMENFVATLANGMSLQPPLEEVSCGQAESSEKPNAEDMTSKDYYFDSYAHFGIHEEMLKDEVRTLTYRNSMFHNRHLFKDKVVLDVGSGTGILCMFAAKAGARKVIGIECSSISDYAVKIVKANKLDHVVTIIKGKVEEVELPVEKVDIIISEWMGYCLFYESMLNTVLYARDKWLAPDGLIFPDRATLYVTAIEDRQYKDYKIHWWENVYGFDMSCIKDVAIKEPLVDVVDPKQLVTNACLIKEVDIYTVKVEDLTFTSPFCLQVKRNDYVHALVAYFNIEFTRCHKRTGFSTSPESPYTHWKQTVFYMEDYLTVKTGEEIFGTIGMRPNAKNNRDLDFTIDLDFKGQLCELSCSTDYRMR
mABHD4 FP = inhibitors of mouse ABHD4; Q8VD66; purified mABHD4, FP-Rh probe fluorescence polarization; inhibition, % at 8.92 µM; 370,000 tested, 0.54% active;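 active means inhibition exceeding the mean over every tested compound plus 3 SD, cut at about 30% in these data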;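 further: 0% = plate median of compound wells and 100% = S159A mutant with DMSO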
Target sequence (Q8VD66 whole entry, looked up): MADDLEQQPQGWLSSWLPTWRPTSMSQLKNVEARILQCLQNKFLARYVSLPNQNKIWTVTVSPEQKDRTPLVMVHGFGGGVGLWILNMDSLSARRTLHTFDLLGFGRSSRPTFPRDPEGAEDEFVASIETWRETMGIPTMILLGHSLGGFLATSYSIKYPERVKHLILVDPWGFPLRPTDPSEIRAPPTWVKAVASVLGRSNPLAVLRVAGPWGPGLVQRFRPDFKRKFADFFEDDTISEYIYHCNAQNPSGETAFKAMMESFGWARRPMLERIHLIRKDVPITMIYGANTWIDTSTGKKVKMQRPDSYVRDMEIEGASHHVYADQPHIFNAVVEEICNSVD
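Test system: mABHD4 protein; Read-out basis: % inhibition; Incubation: 45 min + 60 min at 25 °C; Repeats: single replicate; Technique: fluorescence polarization with parallel and perpendicular emission, 525/598 nm; Compound: 8.92 µM, single dose; Benchmarks: full inhibition S159A mutant plus DMSO, zero as sample-well median.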
LEDGF integ inh = blocks HIV-1 LEDGF/p75-dependent DNA integration; TR-FRET IN-LEDGF/p75 DNA integration, Eu/Cy5; 370,000 tested, 0.64% active; AID 743269; inhibition, % at 3.7 µM;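 active means inhibition above the screen-wide mean plus 3 SD, cut at about 13% in these data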;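 further: signal is the Cy5 over europium emission ratio at 671 and 618 nm; 0% = plate median of compound wells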
NPR2 activator = GC-B (human) receptor activation. activation, % at 10 µM. HEK293-GC-B cells, CNP EC30, cGMP TR-FRET; 0% at EC30 CNP, 100% saturating CNP. 370,000 tested, 0.11% active. AID 1920062;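 active means activation at 10 µM reaching about 35% in either raw or pattern-adjusted values, limit read from the data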
HTRA1 inh = blocks human HTRA1 serine peptidase; 340,000 tested, 0.5% active; recombinant HTRA1, FP-rhodamine activity-based probe, fluorescence polarization; inhibition, % at 5.96 µM; AID 504803; Q92743; in the data active means inhibition above about 36%;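 further: 0% = enzyme with DMSO and 100% = wells lacking enzyme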
TCR CD3 inh = blocks the human TCR-CD3 interaction. 360,000 tested, 0.37% active. TAMRA-labeled TCR probe fluorescence, biochemical. inhibition, % at 9.4 µM; in the data active means inhibition above about 19%;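 further: recombinant mutant TCR 2C K166C tagged with TAMRA read by polarization; 0% = receptor in buffer alone and 100% = receptor with positive control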
rCAG RNA binder = binds r(CAG) RNA repeats; AID 651821; r(CAG) RNA repeat, TO-PRO-1 dye displacement fluorescence; inhibition, % at 3 µM; 370,000 tested, 1.3% active;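 active means inhibition above the plate cutoff, the mean of all test compounds on that plate plus 3 SD, cut at about 35% in these data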;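 further: 0% = DMSO alone and 100% = 100 µM mitoxantrone as full dye displacement; higher means more dye released from RNA so lower well fluorescence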
MBD2 DNA inh = blocks human MBD2 binding to methylated DNA; TR-FRET, MBD2 binding to methylated oligonucleotide; Q9UBB5; 370,000 tested, 0.31% active; inhibition, % at 4.4 µM; in the data active means inhibition above about 13%
SIAE primary = inhibitors of human sialic acid acetylesterase SIAE; Q9HAT2; SIAE FP-Rh probe binding, fluorescence polarization; inhibition, % at 9.66 µM; 370,000 tested, 0.69% active;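 active means inhibition above a cutoff: mean of compounds within the control limits plus 3 SD of those, cut at about 17% in these data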;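 further: 0% = plate median of compound wells and 100% = probe without SIAE protein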
TDP2 inh = TDP2 (human) inhibition, absorbance primary screen; O95551; recombinant TDP2, T5PNP hydrolysis, p-nitrophenol absorbance 415 nm; inhibition, % at 12.8 µM; 370,000 tested, 0.34% active; AID 720702;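 active means inhibition above the mean of all tested compounds plus 3 SD, set per campaign, cut at about 25% in these data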;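 further: 0% = DMSO with enzyme and 100% = buffer with substrate but no TDP2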
Target sequence (O95551 whole entry, looked up): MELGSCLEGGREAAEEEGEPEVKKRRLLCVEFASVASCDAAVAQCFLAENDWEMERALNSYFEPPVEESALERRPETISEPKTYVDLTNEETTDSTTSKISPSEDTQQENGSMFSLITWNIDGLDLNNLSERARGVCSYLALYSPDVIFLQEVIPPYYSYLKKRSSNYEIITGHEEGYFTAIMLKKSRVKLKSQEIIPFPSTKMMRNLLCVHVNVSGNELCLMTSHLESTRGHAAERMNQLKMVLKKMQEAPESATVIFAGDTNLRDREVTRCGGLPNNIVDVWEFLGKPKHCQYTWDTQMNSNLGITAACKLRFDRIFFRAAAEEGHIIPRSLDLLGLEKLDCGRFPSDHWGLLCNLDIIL
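System – recombinant human TDP2 · Amount – 120 nM TDP2 per well · Buffer or medium – Mg2+-containing Tris-HCl buffer, pH 7.5 · Reagent – T5PNP substrate, 5 mM · Dosing – 12.8 µM single point, 1% DMSO · Incubation – 2 h at 37 °C · Measured by – epi absorbance · Read-out basis – percent inhibition · Benchmarks – high control without enzyme, low control DMSO plus TDP2 · Repeats – singlicate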
* hit, by the source's call; . = no result given. These rows are one share of the data (hit frequency here may not be typical).

SMILES	PRMT1 FP inh	mABHD4 FP	LEDGF integ inh	NPR2 activator	HTRA1 inh	TCR CD3 inh	rCAG RNA binder	MBD2 DNA inh	SIAE primary	TDP2 inh
CC(=O)COc1cccc2ccc(/C=C/c3ccc(Br)s3)nc12	3.4	-7.1	-3.2	-18.1	-45.1	-3.3	5.0	5.7	-6.9	-0.4
Cc1cc(C)c2c(=O)n(CC(=O)NC3CCCC3)sc2n1	83.4*	21.2	-3.0	18.6	1.6	-0.1	-2.4	0.3	11.5	11.4
CNC(=O)c1ccsc1NC(=O)C1CCN(S(=O)(=O)c2cccs2)CC1	0.4	-0.7	1.9	-2.6	-12.8	-2.2	3.5	-2.3	-4.0	-1.2
COC(=O)c1sccc1Oc1ccc(F)cc1[N+](=O)[O-]	4.2	-2.6	-0.8	3.1	-5.2	-7.8	1.7	-1.0	2.9	0.8
CC(C)OC(=O)c1cn(-c2ccccc2)nc1-c1ccco1	23.2*	-0.4	3.6	1.1	-37.9	2.3	23.4	-5.7	-9.8	4.9
CC1=C(C(=O)N2CCCCCC2)CC(CC(=O)NCCN2CCOCC2)C(=O)N1Cc1ccccc1 (centres undefined)	-3.8	1.5	1.9	-9.1	.	1.9	-0.8	2.4	1.4	2.5
CCCSc1nnc(CSc2nc3ccccc3s2)n1-c1ccccc1	2.5	-6.2	-2.2	-5.0	-47.0	-3.4	-6.9	1.8	-4.3	-12.6
O=C(NCCCn1ccnc1)c1ccc(F)cc1	6.3	-4.3	-0.7	7.0	2.6	-3.9	-1.5	0.2	-3.4	-11.6
CC(C)COP(=O)(c1ccc(N(C)C)cc1)C(O)c1ccc(N(C)C)cc1 (centres undefined)	1.9	16.1	-2.6	-2.4	10.2	-1.0	-4.4	1.6	0.1	-16.4
CC(=O)Nc1cccc(-c2ccnc3c2CC(C(=O)Nc2cccc(NS(C)(=O)=O)c2)O3)c1 (centres undefined)	-2.7	-4.0	-0.6	0.4	.	2.6	5.2	-2.9	-5.0	-2.1
O=C(O)C1=C(C(=O)Nc2cccc(C(F)(F)F)c2)CCCC1	-1.7	1.7	0.9	-2.5	5.4	3.1	-3.7	1.7	-1.2	6.8
Cc1onc(C(N)=O)c1C(=O)Nc1ncc(C(F)(F)F)cc1Cl	-2.3	-3.6	3.7	0.0	3.4	7.2	-1.1	0.5	2.1	-0.9
C=CCn1c2ccccc2n2nc(C)c(=O)nc12	0.6	-2.4	1.6	6.6	7.0	-3.6	-2.2	-0.3	3.9	-0.3
CN(C)Cc1c(C(=O)N/N=C/c2ccccc2OCc2ccc(F)cc2)nnn1-c1nonc1N	8.3	-8.0	2.8	3.5	-0.4	-3.9	-2.0	2.3	4.2	-13.2
N#Cc1ccc(C(=O)N2CCCCC2c2cc(C(=O)NCc3ccccc3)no2)cc1 (centres undefined)	1.6	-7.4	-6.8	-0.3	.	-4.6	3.5	0.8	-4.0	-8.0
C=CCOc1ccc(CN(C)CC(O)COc2cccc3ccccc23)cc1 (centres undefined)	0.1	14.6	1.4	-6.1	-4.9	1.6	3.0	7.0	9.8	5.7
Cc1ccc(S(=O)(=O)/N=C(/c2ccccc2)N(C)C)c(C)c1	-0.2	5.7	-3.7	5.1	2.5	-1.9	-5.2	1.9	-1.7	3.4
COc1cccc(N2CCN(CC(=O)Nc3ccccc3C(=O)NCc3ccccc3)CC2)c1	4.2	-1.0	-2.1	-1.4	-10.8	-3.9	2.2	-5.1	4.8	5.2
CCn1c(C)c(C(C)=O)cc(C#N)c1=O	1.8	-1.5	-0.5	-8.3	4.5	3.8	-0.9	-2.9	4.3	3.1
Cc1cccc(NC(=O)c2ccc(Cl)c(NC(=O)c3ccncc3)c2)c1C	1.8	2.0	-8.8	6.5	1.8	-6.8	-0.8	-1.9	-5.2	3.1
COc1ccc(C(=O)NCC(=O)OCC(=O)c2ccc3c(c2)NC(=O)CO3)cc1OC	-0.7	3.3	3.8	-1.2	.	1.0	4.3	-3.5	-0.8	0.9
CC1CCCCC1=NNC(=O)c1ccccc1 (centres undefined)	-2.5	3.4	-5.3	0.0	3.9	3.7	1.9	-3.9	0.9	-8.3
CCCn1c(=O)c2sccc2n2c(CCCC(=O)NC3CCN(Cc4ccccc4)CC3)nnc12	0.7	5.4	-4.9	-0.8	-3.7	-2.8	-6.1	2.4	2.5	2.7
COC(=O)[C@]12C=CCN1[C@H](c1ccc(C(F)(F)F)cc1)c1c(c3ccccc3n1S(=O)(=O)c1ccc(C)cc1)C2	-0.5	-17.2	-1.0	-4.0	.	.	20.2	-2.7	-3.8	-3.2
CC1=CC=CN2C1=NC(=O)CC2(C)C(=O)N(CC(=O)NC1CCCC1)c1cc(C)cc(C)c1 (centres undefined)	2.5	-2.0	-3.7	1.0	0.4	-6.1	-5.2	3.2	-6.1	10.5

The closing 3 records of the part above come first, to join the parts:
SMILES	PRMT1 FP inh	mABHD4 FP	LEDGF integ inh	NPR2 activator	HTRA1 inh	TCR CD3 inh	rCAG RNA binder	MBD2 DNA inh	SIAE primary	TDP2 inh
CCCn1c(=O)c2sccc2n2c(CCCC(=O)NC3CCN(Cc4ccccc4)CC3)nnc12	0.7	5.4	-4.9	-0.8	-3.7	-2.8	-6.1	2.4	2.5	2.7
COC(=O)[C@]12C=CCN1[C@H](c1ccc(C(F)(F)F)cc1)c1c(c3ccccc3n1S(=O)(=O)c1ccc(C)cc1)C2	-0.5	-17.2	-1.0	-4.0	.	.	20.2	-2.7	-3.8	-3.2
CC1=CC=CN2C1=NC(=O)CC2(C)C(=O)N(CC(=O)NC1CCCC1)c1cc(C)cc(C)c1 (centres undefined)	2.5	-2.0	-3.7	1.0	0.4	-6.1	-5.2	3.2	-6.1	10.5
Cc1ccc2c(c1)c1ccc3c(c1n2C)C(=O)C=CC3=O	11.5	67.8*	-1.3	-2.6	40.1*	0.5	50.8*	-2.7	-8.6	6.9
COc1ccccc1NCc1cc(=O)oc2c(C)c(O)ccc12	-1.2	-3.2	1.6	-0.4	-15.3	-3.5	15.8	-2.1	4.1	-7.4
Cc1cc(NC(=O)CSc2nnc(Cc3ccccc3)n2C)no1	-0.4	3.2	-0.8	-5.8	2.5	2.2	-3.2	5.4	8.5	7.2
COc1ccc(Nc2c(CC(C)C)nc3nc(C)cc(C)n23)cc1	-2.3	0.0	4.2	-2.6	.	-10.5	1.0	1.3	7.4	-11.3
CCCC(=O)Nc1ccccc1Sc1ncnc2scc(-c3ccccc3)c12	2.6	-7.5	0.7	-3.8	-9.8	6.6	0.4	-9.4	1.8	-3.7
c1ccc(C2CC(c3ccccc3)C(c3ccccc3)N2)cc1 (centres undefined)	-4.8	-4.3	-10.0	-13.2	-15.8	8.4	1.6	1.3	-6.6	-2.8
CSCCC(NC(=O)COc1ccccc1)C(=O)N(C)Cc1ccc(Cl)cc1Cl (centres undefined)	-1.3	-2.7	0.9	-2.6	-21.9	-4.2	1.8	-0.3	2.1	8.3
O=C(c1cnn2c(C(F)(F)F)cc(-c3ccccc3)nc12)N1CCOCC1	0.0	5.7	2.3	6.4	-3.4	1.7	-6.0	-1.8	-5.2	-0.9
COc1ccc(C(NC(=O)C2CCN(CCCOc3ccccc3)CC2)c2cccs2)cc1 (centres undefined)	3.3	-5.1	3.8	-7.1	.	-2.3	3.0	2.0	4.9	-1.8
CC12CC(NC(=O)N1c1cccc(C(=O)N3CCCCC3)c1)c1ccccc1O2 (centres undefined)	0.0	-7.7	-9.3	0.7	6.4	-6.0	-6.5	2.2	-3.5	-8.2
CN1CCc2c(sc3nc(NCCO)n(-c4cccc(Cl)c4)c(=O)c23)C1	-2.9	1.4	-3.4	3.5	1.5	4.7	-3.6	4.2	-0.2	3.3
Cc1ccc(-n2c(O)c(C=NC3CCS(=O)(=O)C3)c3ccccc3c2=O)cc1 (centres undefined)	1.1	-6.5	-1.1	3.0	-2.6	3.0	2.1	3.9	2.6	3.7
COCCCN1C(=O)C(CC(=O)NCCc2ccccn2)CC(C(=O)N2CCCCCC2)=C1C (centres undefined)	-2.2	-7.3	0.9	3.4	.	-0.4	-1.7	3.9	1.2	-2.2
O=c1cc(CCl)nc2scc(-c3ccccc3)n12	6.6	-2.2	0.5	0.0	-0.9	-1.5	3.8	2.5	3.5	14.3
COc1cc(C(=O)NCCN2CCCC2)cc(OC)c1OC	-3.0	5.0	0.1	0.9	-8.5	3.0	1.8	0.9	-2.2	-2.4
O=C1CSC(=S)N1N=Cc1c(O)ccc2ccccc12	35.0*	44.8*	-1.8	0.0	37.1*	17.2	23.5	-5.2	7.4	2.7
O=C1C(=O)N(O)C2CCCCC2N1O (centres undefined)	2.6	4.7	-6.8	0.9	2.2	0.3	2.3	3.7	2.8	0.0
CC(=NNC(=O)c1ccc2nc[nH]c2c1)c1ccc(Br)cc1	-4.4	0.8	1.8	1.0	1.9	-1.4	1.6	-0.6	3.5	8.9
O=C(Nc1ccc(N2CCCCC2)cc1)c1ccc(F)cc1F	4.2	1.1	-5.5	0.1	0.3	-7.2	-8.4	-0.7	-2.3	-1.5
CC1CCCC(NC(=O)COC(=O)Cc2ccc(Cl)cc2)C1C (centres undefined)	6.0	-1.7	-3.6	2.5	-5.7	6.9	-2.4	5.6	1.8	1.6
COC(=O)c1ccc(C(=O)OC)c(NC(=O)CSCC(=O)O)c1	-0.8	1.6	1.1	4.5	5.4	1.7	0.0	-4.4	7.2	13.3
CC1CCN(C(=O)CSc2nc3c(cnn3-c3ccccc3)c(=O)[nH]2)CC1	7.4	-3.2	-5.9	-11.7	-2.6	-8.3	13.2	1.6	-0.2	-10.8
COc1ccc(OC)c(S(=O)(=O)Nc2cccc(O)c2)c1	-5.2	-2.6	1.3	-1.0	10.9	2.0	-1.6	3.3	4.3	-2.8
Cc1ccc(S(=O)(=O)Cn2nnnc2C(C(C)C)N2CCN(c3nc4ccccc4s3)CC2)cc1 (centres undefined)	-0.6	-5.9	-4.7	-2.2	-3.8	7.9	2.8	-0.9	-0.5	-5.6
COc1ccccc1NS(=O)(=O)c1ccc(NN=C2CCCCC2)c([N+](=O)[O-])c1	0.0	-2.6	-0.8	-3.4	11.2	-5.5	10.8	-9.1	-0.9	-19.0
O=C(Nc1ccon1)c1ccc(Cl)s1	1.9	-0.4	-1.6	3.1	2.4	1.8	2.6	0.0	1.4	1.4
COc1cccc(C2CC(c3c(F)cccc3Cl)n3nc(N)nc3N2)c1 (centres undefined)	-4.0	-5.8	-2.2	1.4	0.9	1.4	3.2	2.3	-0.1	-1.0
OC(CN1CC=C(/C=C/c2ccc(Br)cc2)CC1)c1ccccc1 (centres undefined)	1.7	5.2	-5.6	-0.1	-0.8	-3.8	-2.9	-1.8	-5.1	-9.2
COc1cc2c(cc1OC)C1(CCCC1)CNC2c1ccc([N+](=O)[O-])cc1 (centres undefined)	-0.6	-1.4	1.4	1.6	-10.4	0.7	-5.4	-2.1	1.5	1.1
Cc1ccc(/C=C2/C(=O)N(c3ccccc3)C(=S)N2C)o1	17.9	-1.8	0.4	0.9	0.0	3.4	2.1	1.3	2.6	8.7
